MgcRacGAP inhibition: MgcRacGAP GTPase-activating activity inhibitors, confirmation, biochemical, ADP Hunter fluorescence. MgcRacGAP-stimulated Rac1 GTP hydrolysis, ADP Hunter fluorescence; higher % means a stronger effect; GST-tagged Rac1 F28L mutant substrate. inhibition, % at 30 µM, or IC50 in µM where a hit was titrated. actives 0.6% (n = 340,000). AID 624330;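 active = first-screen hits whose inhibition reached a set limit at any dose in the follow-up dose series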;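 also: fluorescence reports GDP produced by GAP-driven GTP hydrolysis; strong numbers were not always called active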
NTR1 agonist: NTR1-driven beta-arrestin-GFP spot formation – imaging, U2OS cells, high content, primary screen (AID 493036) | actives 0.17% (n = 330,000) | activation, % at 20 µM | agonist mode | P30989;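 active = activation at or above 40% of the spot to cytoplasm intensity ratio, with at least 20 cells analyzed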;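 also: 0% = DMSO without peptide and 100% = 100 nM NTR1 peptide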
Target sequence (P30989 whole entry, looked up): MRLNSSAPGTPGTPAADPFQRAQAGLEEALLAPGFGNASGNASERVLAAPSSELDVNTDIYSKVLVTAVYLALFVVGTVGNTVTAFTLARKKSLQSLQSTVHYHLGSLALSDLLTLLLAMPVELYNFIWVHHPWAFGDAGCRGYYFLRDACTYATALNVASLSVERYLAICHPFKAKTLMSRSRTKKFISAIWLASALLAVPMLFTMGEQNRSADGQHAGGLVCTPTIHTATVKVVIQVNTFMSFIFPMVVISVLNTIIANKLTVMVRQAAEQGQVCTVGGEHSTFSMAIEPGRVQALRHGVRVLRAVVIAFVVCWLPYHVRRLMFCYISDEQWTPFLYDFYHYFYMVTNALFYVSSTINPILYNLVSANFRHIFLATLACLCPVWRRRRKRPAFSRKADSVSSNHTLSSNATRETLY
Large T inhibition: TAg ATPase/helicase activity blockers – biochemical (AID 1903) | SV40 large T antigen ATPase/helicase inhibition assay; higher % means a stronger effect | inhibition, % at 20 µM; hits with a dose series show IC50 in µM | actives 0.39% (n = 310,000); in the data active = a potency from the dose series; also: strong numbers were not always called active
Lipid droplet: hepatic lipid droplet formation modulation | actives 0.4% (n = 240,000) | inhibition, % at 6.5 µM | AML12 mouse hepatocytes, oleate lipid droplets, BODIPY imaging;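 active = lipid droplet intensity inhibited by at least 50%, with more than 500 cells counted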
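Test system: AML12 mouse liver cells; schedule: overnight exposure; technique: high-content imaging of BODIPY-stained droplets and DAPI nuclei; read-out: % inhibition of corrected integrated BODIPY droplet signal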
T cell modulator: T cell immune modulators affecting CD8 T cell-vesicle binding. 2C CD8+ T cell-vesicle binding, flow cytometry; stronger effect = lower value. calls only at 7 µM. actives 0.068% (n = 330,000). AID 2052;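 active = response, share of CD8 T cells binding vesicles, and their 90th percentile fluorescence all below set limits, cut at about 80% in these data, passing the limit was not always enough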
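Material: 2C TCR transgenic mouse naive CD8+ T cells, MACS-purified. Also added: QL9-charged Drosophila Ld/ICAM-1/B7-1 vesicles. Timing: binding 1.5 h at 37 °C. Measured by: high-throughput flow cytometry with anti-B7-1 and anti-CD8 staining. Read-out: percent CD8+ FL2 mean versus row control. Controls: Unloaded micro-vesicles (low), QL9 vesicles with 0.7% DMSO (high).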
GPR35 antagonists: GPR35 antagonists blocking zaprinast-driven arrestin recruitment, primary screen, imaging, U2OS, beta-arrestin-GFP, zaprinast agonist (AID 2058); U2OS GPR35 beta-arrestin-GFP translocation imaging, zaprinast antagonism; higher % means a stronger effect; actives 0.052% (n = 290,000); inhibition, % at 10 µM; hits with a dose series show IC50 in µM;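 active = inhibition of at least 50% with at least 30 cells and total cytoplasm GFP at most 10,000,000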
GPR55 LPI antagonism: inhibition of LPI-stimulated GPR55 beta-arrestin translocation – imaging, U2OS, beta-arrestin-GFP, LPI agonist, primary screen (AID 2013); U2OS GPR55 beta-arrestin-GFP translocation imaging, LPI antagonism; higher % means a stronger effect; inhibition, % at 10 µM, or IC50 in µM where a hit was titrated; actives 0.13% (n = 290,000);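 active = spots per cell inhibited over 60%, with over 100 cells counted and total cytoplasm intensity under 500,000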;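 also: U2OS cells stably carrying GPR55 and arrestin-GFP stimulated by 5 µM LPI near EC80; imaged beta-arrestin-GFP aggregate spots per cell after agonist stimulation; plate controls were LPI-stimulated DMSO wells for no effect and DMSO wells without LPI for full effect; some results filed as inactive read as strong as hits; confirmed hits need IC50 under 10 µM and bright autofluorescent wells are also inconclusive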
LYP phosphatase: PTPN22 lymphoid phosphatase activity blockers – biochemical, fluorescence intensity, uHTS (AID 1779); inhibition, % at 11.5 µM, or IC50 in µM where a hit was titrated; actives 0.054% (n = 290,000); recombinant LYP phosphatase, fluorescence intensity; higher % means a stronger effect; in the data active = inhibition above about 50%;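 also: plate controls were vehicle with enzyme for no effect and no enzyme for full effect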
GPR55 beta-arrestin: GPR55 agonists via beta-arrestin recruitment, primary screen, imaging, U2OS cells, beta-arrestin-GFP redistribution (AID 1961). actives 0.048% (n = 290,000). U2OS GPR55 beta-arrestin-GFP redistribution imaging; higher % means a stronger effect. activation, % at 10 µM, or EC50 in µM where a hit was titrated;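 active = activation above 40% with more than 50 cells counted in the well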;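 also: U2OS osteosarcoma cells stably expressing GPR55 and beta-arrestin-GFP; plate controls were DMSO negative control for no effect and LPI positive control for full effect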
Lipid droplet cells 6.5 µM: recorded beside Lipid droplet, whose call it bears; cell count; measured here: cell count, cytotoxicity flag;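 cells counted across two imaged fields per well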
T cell modulator vesicle-bound %: second read-out of T cell modulator, no call of its own (marks repeat the call); double positive events, %; measured here: CD8+ vesicle-bound cell fraction;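 binding gate set so that unloaded-vesicle control wells show 10% double positive cells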
NTR1 agonist cell count 20 µM: second read-out of NTR1 agonist, no call of its own (marks repeat the call); cell count; measured here: cell count, cytotoxicity flag
Numbers without * were called inactive; i = inactive; / = not tested or not shown. An unsorted share of the library. About 1.8% of those tested had a hit in this group.

compound,MgcRacGAP inhibition,NTR1 agonist,NTR1 agonist cell count 20 µM,Large T inhibition,Lipid droplet,Lipid droplet cells 6.5 µM,T cell modulator,T cell modulator vesicle-bound %,GPR35 antagonists,GPR55 LPI antagonism,LYP phosphatase,GPR55 beta-arrestin
C/C(=N\N=c1/scc(C)n1Cc1ccco1)c1cccc([N+](=O)[O-])c1,3%,-0.4,55,2%,30,698,i,45,-6%,11%,-8%,-0.2%
Cc1[nH]c(=O)[nH]c(=O)c1S(=O)(=O)N1CCCCC1,5%,-0.7,47,10%,1,849,i,24,12%,6%,-5%,0.3%
COc1ccc(Nc2nc(OC)nc(N3CCN(c4ccc(OC)cc4)CC3)n2)cc1,11%,/,/,5%,-11,658,/,/,10%,8%,1%,-0.1%
COCC(=O)N1CCC(Oc2ccc(C(=O)N3C[C@@H]4CCC[C@H]3C4)cc2)CC1,7%,-0.5,56,/,8,723,/,/,5%,4%,-2%,-0.2%
O=C(O)c1nc(Cl)c(Cl)c(N/N=C/c2ccccc2C(F)(F)F)c1Cl,3%,0.6,51,2%,-10,846,i,28,7%,-3%,-4%,-0.3%
C[C@@H]1CCC[C@H](C)N1Cc1nc(Cc2ccccc2Cl)no1,6%,-0.5,64,0%,10,685,i,41,9%,10%,-4%,0.0%
CN(C)c1ccc(S(=O)(=O)NCC(=O)N2CCN(c3ccccc3)CC2)cc1[N+](=O)[O-],4%,-0.2,66,4%,/,/,i,41,/,/,/,/
O=C(N/N=C\c1cc(Br)c(Br)o1)C1COc2ccccc2O1 (centres undefined),-3%,4.4,42,14%,-13,728,i,24,56%,-4%,-4%,0.5%
O=C(CCc1ccccc1)NNC(=O)COc1ccc(Br)cc1,6%,0.0,49,4%,2,778,i,32,2%,12%,-7%,0.3%
CCOCCCNC(=O)/C(C#N)=C/c1ccc(-c2ccc(S(=O)(=O)N3CCOCC3)cc2)o1,9%,-0.8,41,21%,18,556,i,49,-4%,2%,4%,0.1%
CCC(C(=O)Nc1nc(C)cs1)c1ccccc1 (centres undefined),0%,2.2,90,1%,-1,727,i,59,0%,14%,-1%,0.0%
CCOc1cc2c(cc1OCC)C(C(=O)O)C(c1ccc(OC)c(O)c1)N(C)C2=O (centres undefined),9%,0.1,70,1%,/,/,i,0,-6%,9%,-8%,-0.1%
NC(=O)c1cc(S(=O)(=O)Nc2ccc(OC(F)(F)F)cc2)cs1,8%,2.3,82,7%,-2,747,i,54,6%,-5%,-3%,0.0%
CC(=O)Nc1ccc(NC(=O)CSc2ccccn2)cc1,-6%,1.9,37,6%,13,659,i,0,-10%,-15%,-7%,-0.3%
CCN(CC)CCCCCCCCOC(=O)c1cc(OC)c(OC)c(OC)c1,5%,-0.6,69,14%,/,/,i,22,/,/,/,/
O=C(c1ccco1)N1CCN(C2CC(=O)N(c3ccc(F)c(Cl)c3)C2=O)CC1 (centres undefined),12%,-0.1,50,0%,-8,764,i,24,16%,-5%,-4%,0.3%
Cc1[nH]c2ccccc2c1CCN(Cc1cccnc1)C(=S)Nc1ccc(F)cc1,17%,-2.1,89,10%,-22,686,i,40,-1%,8%,5%,-0.4%
CCC1(CC)C(=O)C(C)(C)C(=O)OC1c1ccccn1 (centres undefined),4%,0.0,62,-1%,-3,716,i,21,-5%,-1%,5%,-0.1%
CCn1c(SCC(=O)N2CCCc3ccccc32)nnc1-c1cccs1,8%,-1.1,62,1%,0,702,i,33,4%,16%,3%,0.1%
COc1ccc(NC(=O)C2CC(=O)N(c3ccccc3Cl)C2)c(OC)c1 (centres undefined),5%,-1.6,49,6%,-16,679,i,46,14%,6%,-10%,0.0%
COC(=O)c1cc(S(=O)(=O)Nc2cccc(OC)c2)cn1C,2%,-0.9,48,/,0,742,i,29,-8%,13%,-4%,-0.1%
CCN(CC(=O)Nc1ccc(NC(C)=O)cc1)C(=O)c1cccc(Oc2ccccc2)c1,3%,1.3,65,15%,/,/,i,19,/,/,/,/
O=C(Nc1ccccn1)c1ccco1,2%,-1.0,54,-1%,/,/,i,34,25%,14%,-8%,0.0%
COc1ccccc1NC(=O)/C(C#N)=C/c1c(C)nn(-c2ccc(F)cc2)c1Cl,5%,2.9,81,9%,13,604,i,30,-8%,7%,-2%,0.1%
Cc1ccc(C(=O)COC(=O)CN2C(=O)C3CC=CCC3C2=O)cc1[N+](=O)[O-] (centres undefined),1%,-0.6,77,-9%,-6,737,i,8,-2%,-16%,-10%,-0.1%
CCOc1cc(/C=N/NC(=S)Nc2ccccc2C(F)(F)F)ccc1OCC(=O)N1CCOCC1,1%,4.7,38,5%,-34,666,i,39,-1%,-10%,0%,0.1%
Cc1cc(NC(=O)c2cc3n(n2)C(C(F)(F)F)CC(c2ccco2)N3)n(-c2ccccc2)n1 (centres undefined),10%,-0.6,43,7%,7,495,i,31,-8%,4%,7%,0.1%
CCOc1ccc(N(C(=O)Nc2ccccc2)C2=NCCC2)cc1,16%,2.5,54,34%,21,730,i,34,-3%,0%,-6%,-0.1%
CN(C)S(=O)(=O)c1cccc(NC(=O)c2cc(-c3cccs3)nc3ccccc23)c1,11%,2.6,63,12%,-2,627,i,10,2%,10%,5%,0.8%
CN1C(=O)CC(C(=O)O)SC1=Nc1cccc(C(F)(F)F)c1 (centres undefined),11%,2.7,97,16%,-1,742,i,36,-1%,6%,-4%,-0.3%
c1ccc(-c2nc3ccccc3nc2N2CCOCC2)cc1,12%,1.2,68,-4%,/,/,i,25,-21%,1%,6%,-0.3%
O=C(Nc1ccc(S(=O)(=O)NCCc2ccccc2)cc1)c1ccncc1,9%,0.5,81,2%,2,658,i,66,-13%,-17%,-3%,0.0%
Cc1ccc(N2CC(C(=O)Nc3cccnc3)CC2=O)cc1 (centres undefined),4%,-0.2,89,0%,4,778,i,57,5%,27%,-6%,0.0%
Cc1cccc(C(=O)Nc2ccc(N3CCN(S(C)(=O)=O)CC3)cc2)c1,-7%,-0.4,54,4%,20,648,i,66,10%,9%,-6%,-0.1%
CC(=O)c1cc(-c2ccccc2)n(CC(=O)Nc2cccc(C)c2C)c1C,4%,0.8,56,-2%,-37,648,i,41,-11%,-3%,-9%,0.5%
COc1cc(OC)c(C(=O)Nc2ccc3ccccc3c2)cc1OC,1%,1.6,71,4%,-2,825,i,43,-4%,/,-1%,0.0%
COc1cccc(/C(C)=N/Nc2ncc(Cl)cc2Cl)c1,-6%,0.4,55,7%,-12,599,i,24,-2%,8%,-8%,-0.3%
O=C(N=Nc1c(O)[nH]c2ccccc12)c1ccccc1NS(=O)(=O)c1cccs1,3%,-0.2,49,5%,-4,654,i,23,-9%,-1%,0%,-0.2%
Cc1cc(C)c2nc(SCC(=O)NC(=O)c3cccn3C)cc(C)c2c1,11%,15,49,0%,17,693,i,9,-12%,-1%,12%,0.1%
CC1CCCCN1C(=O)CCNC(=O)Cn1cnc2ccccc2c1=O (centres undefined),10%,2.6,60,5%,7,794,i,45,11%,1%,-6%,-0.2%

Whole records, quoted from the list:
CCN(CC(=O)Nc1ccc(NC(C)=O)cc1)C(=O)c1cccc(Oc2ccccc2)c1 is entered as MgcRacGAP inhibition: 3%; NTR1 agonist: 1.3; NTR1 agonist cell count 20 µM: 65; Large T inhibition: 15%; Lipid droplet: /; Lipid droplet cells 6.5 µM: /; T cell modulator: i; T cell modulator vesicle-bound %: 19; GPR35 antagonists: /; GPR55 LPI antagonism: /; LYP phosphatase: /; GPR55 beta-arrestin: /
Cc1cc(C)c2nc(SCC(=O)NC(=O)c3cccn3C)cc(C)c2c1 is entered as MgcRacGAP inhibition: 11%; NTR1 agonist: 15; NTR1 agonist cell count 20 µM: 49; Large T inhibition: 0%; Lipid droplet: 17; Lipid droplet cells 6.5 µM: 693; T cell modulator: i; T cell modulator vesicle-bound %: 9; GPR35 antagonists: -12%; GPR55 LPI antagonism: -1%; LYP phosphatase: 12%; GPR55 beta-arrestin: 0.1%

Additional results:
compound,MgcRacGAP inhibition,NTR1 agonist,NTR1 agonist cell count 20 µM,Large T inhibition,Lipid droplet,Lipid droplet cells 6.5 µM,T cell modulator,T cell modulator vesicle-bound %,GPR35 antagonists,GPR55 LPI antagonism,LYP phosphatase,GPR55 beta-arrestin
Cc1cc(N2CCCCC2)nc2c(C)cccc12,4%,7.4,56,11%,-14,686,i,19,-13%,10%,0%,-0.1%
Cc1onc(-c2c(Cl)cccc2Cl)c1C(=O)Nc1ccc(N2CCOCC2)cc1,10%,-0.3,58,7%,-1,710,i,27,7%,-6%,-3%,-0.2%
CC1=C(C(=O)OCCOC(C)C)C(c2cccc3ccccc23)NC(=O)N1 (centres undefined),14%,-0.7,32,3%,/,/,i,44,/,/,/,/
Cc1ccc(C(=O)CCC(=O)Nc2cccnc2)cc1C,7%,-1.1,65,-3%,-10,605,i,55,0%,16%,2%,0.1%
O=c1c2ccccc2oc2cc(NCCCN3CCOCC3)ccc12,15%,-2.7,91,4%,/,/,i,14,16%,-9%,-48%,0.4%
CCC/C(O)=C1\C(=O)CC(c2ccccc2)CC1=NCCc1c(C)[nH]c2ccc(C)cc12 (centres undefined),7%,4.0,48,-3%,-5,789,i,24,2%,11%,-1%,-0.3%
O=C(NC(=S)Nc1ccccc1Br)c1cccnc1,2%,-0.2,51,13%,11,759,i,55,-9%,-12%,-11%,0.0%
